Assay outcomes as filed in PubChem.
NadD block: inhibitors of S. aureus NadD, primary screen, biochemical, colorimetric, uHTS | Nicotinate-nucleotide adenylyltransferase NadD (Staphylococcus aureus N315) | purified NadD enzyme, colorimetric absorbance read-out | inhibition, % at 20 µM | 360,000 compounds, 0.78% hits; in the data active = inhibition above about 26%; note: some compounds past the cut are filed as inactive
DNMT1 block: human DNMT1 methyltransferase inhibitors, primary screen, biochemical, molecular beacon, fluorescence, HinP1I cleavage, uHTS | DNA (cytosine-5)-methyltransferase 1 (Homo sapiens), P26358 | inhibition (reported as % activation of signal), % at 10 µM | 360,000 compounds, 0.83% hits | AID 588458, 2011; in the data active = inhibition above about 50%
STEP block: STEP phosphatase inhibitors, primary screen, biochemical, fluorescence intensity, uHTS; recombinant STEP, OMFP fluorogenic substrate; inhibition, % at 20 µM; Tyrosine-protein phosphatase non-receptor type 5 (Homo sapiens), P54829; 360,000 compounds, 0.25% hits;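 active = inhibition at 20 µM, scaled per plate between control wells, above about 37%, limit read from the data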;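 note: 0% = DMSO with enzyme and substrate and 100% = substrate only without enzyme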
Target sequence (P54829 whole entry, looked up): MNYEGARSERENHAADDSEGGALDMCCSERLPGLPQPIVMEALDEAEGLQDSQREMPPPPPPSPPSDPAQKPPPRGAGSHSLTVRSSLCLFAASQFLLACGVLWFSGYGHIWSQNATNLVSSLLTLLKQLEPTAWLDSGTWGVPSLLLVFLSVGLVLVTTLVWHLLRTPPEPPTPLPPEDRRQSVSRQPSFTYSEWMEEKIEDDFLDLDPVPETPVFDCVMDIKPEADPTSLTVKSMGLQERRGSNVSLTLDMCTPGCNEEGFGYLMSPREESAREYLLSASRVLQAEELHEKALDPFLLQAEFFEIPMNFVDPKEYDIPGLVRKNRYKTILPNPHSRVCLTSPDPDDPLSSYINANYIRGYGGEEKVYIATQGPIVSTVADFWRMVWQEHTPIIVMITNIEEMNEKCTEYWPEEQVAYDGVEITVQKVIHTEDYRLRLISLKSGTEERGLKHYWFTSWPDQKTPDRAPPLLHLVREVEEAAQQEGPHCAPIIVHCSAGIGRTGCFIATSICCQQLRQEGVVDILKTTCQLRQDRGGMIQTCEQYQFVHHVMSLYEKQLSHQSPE
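Material: STEP (striatal-enriched tyrosine phosphatase) enzyme, cell-free | Medium: 50 mM Bis-Tris pH 6.0 with 2.5 mM DTT and 0.005% Tween 20 | Read-out: Percent inhibition scaled to no-enzyme and uninhibited-enzyme controls, plate-pattern corrected | Signal: Fluorescence read at 480 nm ex / 540 nm em | Times: 20 min reaction, room temperature, in the dark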
LMPTP inh: LMPTP phosphatase inhibitors, primary screen, biochemical, fluorescence intensity, uHTS; Low molecular weight phosphotyrosine protein phosphatase (Homo sapiens), P24666; recombinant LMPTP-A, OMFP fluorogenic substrate; inhibition, % at 20 µM; 360,000 compounds, 0.22% hits; AID 651560, 2012;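 active = compounds that cut the enzyme signal by at least half of the control window in the single-dose screen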;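 note: plate controls were DMSO wells with enzyme plus substrate for no effect and substrate without enzyme for full effect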
Target sequence (P24666 whole entry, looked up): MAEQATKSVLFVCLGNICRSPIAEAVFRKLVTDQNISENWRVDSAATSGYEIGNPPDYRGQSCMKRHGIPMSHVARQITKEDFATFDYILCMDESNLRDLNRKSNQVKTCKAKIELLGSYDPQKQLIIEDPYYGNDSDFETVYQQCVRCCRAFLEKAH
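Test system: LMPTP-A phosphatase enzyme; input: 0.625 nM LMPTP-A final; reagent: OMFP substrate, 400 µM final; compound dosing: 20 µM single dose, 3% DMSO; incubation: 50 min dark incubation at room temperature; measured by: endpoint fluorescence intensity from OMFP dephosphorylation; measure: % inhibition relative to no-enzyme and uninhibited control wells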
SUMO1 PPI mod: modulators of SUMO1 protein-protein interactions, primary screen, biochemical, uHTS; 360,000 compounds, 0.33% hits; inhibition, % at 20 µM; AID 602429, 2012; SUMO1 binding to a labelled peptide, TR-FRET, 1 h; in the data active = inhibition above about 37%
Target sequence (P63165 whole entry, looked up): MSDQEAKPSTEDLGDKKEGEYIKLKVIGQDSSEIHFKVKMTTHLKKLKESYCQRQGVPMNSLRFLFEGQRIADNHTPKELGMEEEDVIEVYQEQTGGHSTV
Scp1 inh: Scp-1 phosphatase inhibitors, primary screen, biochemical, colorimetric, uHTS; Recombinant Scp1, phosphopeptide, malachite green phosphate absorbance; Carboxy-terminal domain RNA polymerase II polypeptide A small phosphatase 1 (Homo …; 340,000 compounds, 0.88% hits; inhibition, % at 20 µM;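 active = inhibition above about 50% at 20 µM, limit read from the data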;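 note: plate controls were DMSO wells with enzyme for no effect and wells lacking enzyme for full effect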
Target sequence (Q9GZU7 76-261 limits assumed): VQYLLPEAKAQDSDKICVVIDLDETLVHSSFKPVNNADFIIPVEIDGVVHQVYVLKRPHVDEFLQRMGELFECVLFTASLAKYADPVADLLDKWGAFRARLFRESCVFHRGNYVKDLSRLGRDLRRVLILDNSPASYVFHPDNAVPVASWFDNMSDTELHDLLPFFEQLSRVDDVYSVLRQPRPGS
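System: SCP-1 catalytic domain; Reagent: Phospho 17-mer peptide substrate; Doses: one concentration, 20 µM, with 1.0% DMSO; Incubation: 45 min room-temperature reaction, 5 min colour, 30 min stabiliser; Signal: Phosphate-binding colour reagent, absorbance read at 630 nm.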
CSN deneddyl inh: inhibitors of CSN-mediated cullin deneddylation, primary screen, biochemical, fluorescence polarization, uHTS; Purified CSN, SCF-Nedd8-OG deneddylation; inhibition, % at 12.5 µM; 360,000 compounds, 0.38% hits; AID 651999, 2013;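 active = pattern-corrected inhibition above about 35%, with an unprinted fluorescence ratio check between 0.5 and 1.5, limit read from the data, passing the limit was not always enough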;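 note: 0% = enzyme with substrate and 100% = substrate without enzyme; some results filed as inactive read as strong as hits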
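Test system: Human Csn5 produced in HEK293T cells | Compound: 12.5 µM single point | Times: 90 min, room temperature | Signal: Fluorescence polarization readout | Read-out basis: % inhibition of substrate cleavage by Csn5 | Controls: no-enzyme wells high, enzyme-with-substrate wells low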
Tb MetRS inh: T. brucei MetRS inhibitors, primary screen, biochemical, luminescence. purified T. brucei MetRS, ATP depletion, Kinase-Glo luminescence. 360,000 compounds, 0.4% hits. AID 624268, 2012. inhibition, % at 11.9 µM. methionyl-tRNA synthetase (Trypanosoma brucei brucei);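 active = inhibition above a per-plate cutoff of the control wells' mean inhibition plus 3 SD, cut at about 5.5% in these data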;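 note: 0% = DMSO wells median and 100% = median of wells with control inhibitor compound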
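Measured by: Kinase-Glo luciferase luminescence reporting remaining unconsumed ATP. Material: purified T. brucei MetRS enzyme. Doses: 11.9 µM compound single dose, 0.9% DMSO. Medium: HEPES buffer containing pyrophosphatase, BSA, spermine, DTT. Times: 15 min preincubation, 2 h reaction, all 25 °C. Reagent: methionine, ATP and bulk E. coli tRNA.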
PABP1 MLLE inh: inhibitors of PABP1 MLLE–PAM2 peptide binding, primary screen, biochemical, fluorescence polarization, FITC-PAM2, GST-MLLE. Polyadenylate-binding protein 1 (Homo sapiens), P11940. inhibition, % at 20 µM. 360,000 compounds, 0.36% hits; in the data active = inhibition above about 35%, passing the limit was not always enough;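 note: plate controls were DMSO wells with GST-MLLE for no effect and wells lacking GST-MLLE protein for full effect; some results filed as inactive read as strong as hits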
Rpn11 block: Rpn11 (PSMD14) deubiquitinase inhibitors, primary screen, biochemical, fluorescence polarization, uHTS; 26S proteasome non-ATPase regulatory subunit 14 (Homo sapiens), O00487; human 26S proteasome, Ub4-pepOG fluorescence polarization; 20S core pre-blocked with epoxomicin; 360,000 compounds, 0.59% hits; AID 588493, 2011; calls only at 20 µM;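 active = inhibition at 20 µM, scaled to each plate's controls, above about 33%, limit read from the data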
An asterisk follows results filed as active. Rows were taken by chance. Share with any hit: about 3.6%.

Results for CC(C)N1C(=S)SC(C)(C)C1n1oc(=O)n(-c2ccc(Cl)c(Cl)c2)c1=O (stereo not drawn) ?
NadD block: 5; DNMT1 block: -1; STEP block: 4; LMPTP inh: 1.1; SUMO1 PPI mod: -2; Scp1 inh: -4; CSN deneddyl inh: 12; Tb MetRS inh: -0.1; PABP1 MLLE inh: 17; Rpn11 block: inactive

What do the screens show for `COc1ccccc1/C=N/NC(=O)c1[nH]c(C)c(C(=O)N/N=C/c2ccccc2OC)c1C`?
NadD block: 11; DNMT1 block: -6; STEP block: 2; LMPTP inh: 0.8; SUMO1 PPI mod: 2; Scp1 inh: -5; CSN deneddyl inh: 0; Tb MetRS inh: -0.9; PABP1 MLLE inh: 12; Rpn11 block: inactive

How did CC1CCC(C(=O)NC(C(=O)N2CCC(N3CCCCC3)CC2)C(C)C)CC1 (stereo not drawn) do in these assays?
NadD block: -4; DNMT1 block: -1; STEP block: -1; LMPTP inh: -0.1; SUMO1 PPI mod: -1; Scp1 inh: -4; CSN deneddyl inh: 2; Tb MetRS inh: 0.1; PABP1 MLLE inh: 1; Rpn11 block: inactive

Results for CC1CCCCN1CCNc1nc(=S)[nH]c2ccccc12 (stereo not drawn) ?
NadD block: 1; DNMT1 block: -2; STEP block: 8; LMPTP inh: 9.2; SUMO1 PPI mod: 14; Scp1 inh: -8; CSN deneddyl inh: 0; Tb MetRS inh: -0.5; PABP1 MLLE inh: -25; Rpn11 block: inactive

Results for Cc1cc(NCCc2ccc(Cl)cc2)n2ncnc2n1 ?
NadD block: -4; DNMT1 block: 0; STEP block: -1; LMPTP inh: -0.3; SUMO1 PPI mod: -2; Scp1 inh: -6; CSN deneddyl inh: -5; Tb MetRS inh: -0.7; PABP1 MLLE inh: -2; Rpn11 block: inactive

How did CCOc1ccc2nc(SCC(=O)N3CCCc4ccccc43)sc2c1 do in these assays?
NadD block: 0; DNMT1 block: -3; STEP block: 1; LMPTP inh: 2.2; SUMO1 PPI mod: -1; Scp1 inh: -35; CSN deneddyl inh: -2; Tb MetRS inh: -0.8; PABP1 MLLE inh: -5; Rpn11 block: inactive

Results for CCN1CCc2c(C#N)c(NCc3ccccc3)nc(N(CC)CC)c2C1 ?
NadD block: -5; DNMT1 block: 1; STEP block: -1; LMPTP inh: 0.8; SUMO1 PPI mod: 0; Scp1 inh: -8; CSN deneddyl inh: -1; Tb MetRS inh: -0.8; PABP1 MLLE inh: -1; Rpn11 block: inactive

How did CC(C)(C)OC(=O)N1CCC(C(=O)N[C@H](Cc2ccccc2)C(=O)O)CC1 do in these assays?
NadD block: 5; DNMT1 block: 0; STEP block: -4; LMPTP inh: -2.5; SUMO1 PPI mod: -1; Scp1 inh: 1; CSN deneddyl inh: 3; Tb MetRS inh: -0.6; PABP1 MLLE inh: -7; Rpn11 block: inactive

Results for CCCc1ccc(-c2ccc(F)c(N)c2)nc1 ?
NadD block: 1; DNMT1 block: 1; STEP block: -3; LMPTP inh: 1.2; SUMO1 PPI mod: 1; Scp1 inh: -7; CSN deneddyl inh: -3; Tb MetRS inh: -0.8; PABP1 MLLE inh: 12; Rpn11 block: inactive

How did COc1ccccc1CN1CCCC(CNC(=O)c2cccc3ccccc23)C1 (stereo not drawn) do in these assays?
NadD block: -4; DNMT1 block: -1; STEP block: -2; LMPTP inh: -0.8; SUMO1 PPI mod: -7; Scp1 inh: -5; CSN deneddyl inh: -2; Tb MetRS inh: -0.4; PABP1 MLLE inh: -14; Rpn11 block: inactive

How did COc1cccc(C(=O)NCc2ccco2)c1OC do in these assays?
NadD block: 0; DNMT1 block: -4; STEP block: 1; LMPTP inh: 0.0; SUMO1 PPI mod: 1; Scp1 inh: -5; CSN deneddyl inh: 3; Tb MetRS inh: -0.1; PABP1 MLLE inh: -1; Rpn11 block: inactive

What do the screens show for `CC(=O)Nc1ccc(NC(=O)Oc2ccccc2)cc1`?
NadD block: 0; DNMT1 block: -2; STEP block: -3; LMPTP inh: -0.9; SUMO1 PPI mod: 2; Scp1 inh: -3; CSN deneddyl inh: 4; Tb MetRS inh: -0.9; PABP1 MLLE inh: 5; Rpn11 block: inactive

Results for OC(CN1CCN(c2cccc(Cl)c2)CC1)C(c1ccccc1)c1ccccc1 (stereo not drawn) ?
NadD block: 5; DNMT1 block: 2; STEP block: 2; LMPTP inh: 1.5; SUMO1 PPI mod: 4; Scp1 inh: 5; CSN deneddyl inh: 5; Tb MetRS inh: -1.5; PABP1 MLLE inh: -3; Rpn11 block: inactive

How did O=C(CN1C(=O)c2cccnc2Oc2ccc(Cl)cc21)NCCCc1ccccc1 do in these assays?
NadD block: 0; DNMT1 block: 1; STEP block: -1; LMPTP inh: -0.3; SUMO1 PPI mod: 2; Scp1 inh: -1; CSN deneddyl inh: -2; Tb MetRS inh: 0.3; PABP1 MLLE inh: -15; Rpn11 block: inactive

How did Cn1c(=O)c2c(ncn2CC(=O)Nc2ccc3c(c2)OCO3)n(C)c1=O do in these assays?
NadD block: 5; DNMT1 block: 2; STEP block: -1; LMPTP inh: 1.3; SUMO1 PPI mod: 6; Scp1 inh: -10; CSN deneddyl inh: -3; Tb MetRS inh: -0.2; PABP1 MLLE inh: -7; Rpn11 block: inactive

What do the screens show for `Oc1ccccc1-c1n[nH]c(-c2ccccc2O)n1`?
NadD block: 0; DNMT1 block: -3; STEP block: -5; LMPTP inh: 4.7; SUMO1 PPI mod: 0; Scp1 inh: -10; CSN deneddyl inh: 6; Tb MetRS inh: -0.5; PABP1 MLLE inh: -10; Rpn11 block: inactive

How did O=C(CC[C@H]1O[C@@H](n2ccc(=O)[nH]c2=O)[C@H](O)[C@@H]1O)N[C@H](Cc1ccccc1)C(=O)NCCCc1ccccc1 do in these assays?
NadD block: -5; DNMT1 block: -1; STEP block: 2; LMPTP inh: -0.9; SUMO1 PPI mod: 5; CSN deneddyl inh: 0; Tb MetRS inh: -0.6; PABP1 MLLE inh: 4; Rpn11 block: inactive

Results for CCCC1/C(=N/O)CC(c2ccccc2)NC1c1ccccc1 (stereo not drawn) ?
NadD block: 0; DNMT1 block: 2; STEP block: -3; LMPTP inh: 0.4; SUMO1 PPI mod: 3; Scp1 inh: -4; CSN deneddyl inh: 1; Tb MetRS inh: -0.9; PABP1 MLLE inh: 0; Rpn11 block: inactive

Results for CCn1c(SCC(=O)NCc2ccc(C)cc2)nnc1-c1ccncc1 ?
NadD block: -1; DNMT1 block: 0; STEP block: 1; LMPTP inh: -0.6; SUMO1 PPI mod: 0; Scp1 inh: 10; CSN deneddyl inh: 1; Tb MetRS inh: 0.1; PABP1 MLLE inh: -14; Rpn11 block: inactive

How did OCc1nn2c(c1Br)NC(c1ccccc1)CC2C(F)(F)F (stereo not drawn) do in these assays?
NadD block: 3; DNMT1 block: 3; STEP block: 0; LMPTP inh: 0.8; SUMO1 PPI mod: -1; Scp1 inh: -7; CSN deneddyl inh: -1; Tb MetRS inh: -1.0; PABP1 MLLE inh: 1; Rpn11 block: inactive

What do the screens show for `Cc1nc2ccccc2nc(C)c1=NOCc1ccc(C#N)cc1`?
NadD block: 2; DNMT1 block: 5; STEP block: 1; LMPTP inh: -2.1; SUMO1 PPI mod: -1; Scp1 inh: 3; CSN deneddyl inh: -17; Tb MetRS inh: -1.4; PABP1 MLLE inh: -6; Rpn11 block: inactive

Results for COc1cc(/C=N/n2nnnc2N)ccc1OCC#N ?
NadD block: -4; DNMT1 block: -1; STEP block: 1; LMPTP inh: 0.6; SUMO1 PPI mod: -10; Scp1 inh: -1; CSN deneddyl inh: -1; Tb MetRS inh: -0.5; PABP1 MLLE inh: -10; Rpn11 block: inactive

What do the screens show for `CNC(=O)c1cccnc1Nc1cccc(C(F)(F)F)c1`?
NadD block: 0; DNMT1 block: 3; STEP block: 5; LMPTP inh: 0.5; SUMO1 PPI mod: -1; Scp1 inh: -5; CSN deneddyl inh: 4; Tb MetRS inh: -0.2; PABP1 MLLE inh: 7; Rpn11 block: inactive

What do the screens show for `O=C(Cc1cccs1)Nc1nc2c(s1)CCCC2`?
NadD block: -3; DNMT1 block: 2; STEP block: 2; LMPTP inh: 0.2; SUMO1 PPI mod: -5; Scp1 inh: 4; CSN deneddyl inh: 5; Tb MetRS inh: -0.9; PABP1 MLLE inh: 16; Rpn11 block: inactive

What do the screens show for `Cc1ccc(NC(=S)NCc2ccc3c(c2)OCO3)c(C)c1`?
NadD block: -2; DNMT1 block: 0; STEP block: 0; LMPTP inh: 0.3; SUMO1 PPI mod: 0; Scp1 inh: -6; CSN deneddyl inh: -1; Tb MetRS inh: -0.3; PABP1 MLLE inh: -32; Rpn11 block: inactive

By substructure, those above with a CF3 group (two)
How did OCc1nn2c(c1Br)NC(c1ccccc1)CC2C(F)(F)F (stereo not drawn) do in these assays?
NadD block: 3; DNMT1 block: 3; STEP block: 0; LMPTP inh: 0.8; SUMO1 PPI mod: -1; Scp1 inh: -7; CSN deneddyl inh: -1; Tb MetRS inh: -1.0; PABP1 MLLE inh: 1; Rpn11 block: inactive

What do the screens show for `CNC(=O)c1cccnc1Nc1cccc(C(F)(F)F)c1`?
NadD block: 0; DNMT1 block: 3; STEP block: 5; LMPTP inh: 0.5; SUMO1 PPI mod: -1; Scp1 inh: -5; CSN deneddyl inh: 4; Tb MetRS inh: -0.2; PABP1 MLLE inh: 7; Rpn11 block: inactive
